Bioassay records from PubChem BioAssay.
PvdQ acylase – P. aeruginosa PvdQ acylase inhibition | purified PvdQ acylase, fluorescence plate reader | inhibition, % at 10 µM | 340,000 compounds, 0.063% hits; in the data active = inhibition above about 30%, passing the limit was not always enough;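 note: 0% = vehicle neutral wells and 100% = reference inhibitor wells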
PfHsp90 set2 – reduces growth (ATP signal) of yeast expressing P. falciparum Hsp90 | inhibition, % at 9.4 µM | 310,000 compounds, 0.32% hits | AID 504621 | S. cerevisiae expressing PfHsp90, BacTiter-Glo ATP, 48 h; yeast lacking PDR1 and PDR3 efflux regulators;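 active = every replicate shows inhibition above about 80%, whatever the replicate mean, limit read from the data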;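 note: 0% = DMSO neutral controls and 100% = 20 µM radicicol positive controls; yeast relying on Plasmodium falciparum Hsp90 in place of its own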
Rtt109 Vps75 – blocks Candida albicans Rtt109/Vps75 acetyltransferase activity; Q5AAJ8; purified Rtt109/Vps75, ThioGlo CoA-SH fluorescence, 4 h; inhibition, % at 34.9 µM; AID 540336; 330,000 compounds, 0.16% hits;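 active = inhibition of at least 50% in every replicate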
Target sequence (Q5AAJ8 whole entry, looked up): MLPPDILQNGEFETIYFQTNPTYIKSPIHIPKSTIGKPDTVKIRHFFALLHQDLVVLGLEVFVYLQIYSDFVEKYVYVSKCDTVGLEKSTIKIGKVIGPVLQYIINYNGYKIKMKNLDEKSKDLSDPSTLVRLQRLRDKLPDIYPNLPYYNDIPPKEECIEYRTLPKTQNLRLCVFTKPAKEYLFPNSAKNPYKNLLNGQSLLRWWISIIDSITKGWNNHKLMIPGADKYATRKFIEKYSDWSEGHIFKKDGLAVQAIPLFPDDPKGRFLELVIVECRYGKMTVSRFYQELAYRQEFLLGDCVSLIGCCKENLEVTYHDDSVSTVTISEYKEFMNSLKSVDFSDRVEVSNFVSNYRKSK
Wnt bcat act – activates Wnt/beta-catenin signaling in a reporter cell assay. AID 743398. activation, % at 9.35 µM. 300,000 compounds, 1.2% hits. activator, plate reader; in the data active = activation above about 30%, passing the limit was not always enough;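 note: 0% = neutral control wells and 100% = positive control wells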
E coli growth – bacterial growth inhibition, counter-screen for AddAB inhibitors. E. coli V3065 growth, OD600 absorbance, 18 h. AID 449728. inhibition, % at 11.9 µM. 330,000 compounds, 0.27% hits;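 active = inhibition above the campaign's mean inhibition across all tested compounds plus 3 SD, cut at about 9.9% in these data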;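 note: uninfected addAB+ strain grown without phage in ampicillin broth; 0% = DMSO wells and 100% = ciprofloxacin 0.95 µg/ml wells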
phage Ecoli inh – E. coli growth loss with phage present; growth absorbance; inhibition, % at 11.9 µM; 360,000 compounds, 0.26% hits; AID 651602; in the data active = inhibition above about 11%
AddAB inh – less growth of phage-infected E. coli with AddAB; E. coli expressing H. pylori AddAB, absorbance growth; inhibition, % at 11.9 µM; 330,000 compounds, 0.29% hits; in the data active = inhibition above about 12%;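 note: 0% = vehicle wells of infected cells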
Tat transport – blocks Tat-dependent protein export in E. coli. E. coli MC4100 TorA-mCherry Tat export, fluorescence. inhibition, % at 10 µM. 340,000 compounds, 0.036% hits. AID 488895;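 active = mean replicate inhibition at least 50% and at least half of replicates individually reaching 50%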;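 note: exported cargo escapes ClpAP degradation while cytoplasmic cargo is degraded and loses fluorescence; 0% = median of neutral control wells and 100% = median of NaSCN control wells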
CAL PDZ FP – blocks peptide binding to human CAL PDZ domain; Q9HD26; purified CAL PDZ, TMR-peptide fluorescence polarization, 1 h; inhibition, % at 20 µM; 330,000 compounds, 0.02% hits; AID 504414;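 active = highest replicate inhibition of at least 40%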;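 note: plate controls were DMSO neutral control wells for no effect and unlabeled competitor peptide control wells for full effect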
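material = purified tagged CAL PDZ domain construct (CerCALP) | buffer or medium = sodium phosphate/NaCl buffer pH 7.4 with TCEP, IgG, Thesit | reagent = TMR-labelled reporter peptide T*-PRC34 bound in PDZ groove | incubation = 1 h room-temperature incubation prior to read | measured by = fluorescence polarization (mP) | evaluation = percent inhibition from loss of millipolarization | control set = unlabelled peptide and DMSO controls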
DAGLB inh – diacylglycerol lipase beta (human) inhibition; HEK293T DAGLB membrane lysate, EnzChek fluorogenic substrate; inhibition, % at 5.17 µM; 340,000 compounds, 0.059% hits; in the data active = inhibition above about 34%;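 note: 0% = enzyme with vehicle and 100% = wells lacking enzyme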
Target sequence (Q8NCG7 whole entry, looked up): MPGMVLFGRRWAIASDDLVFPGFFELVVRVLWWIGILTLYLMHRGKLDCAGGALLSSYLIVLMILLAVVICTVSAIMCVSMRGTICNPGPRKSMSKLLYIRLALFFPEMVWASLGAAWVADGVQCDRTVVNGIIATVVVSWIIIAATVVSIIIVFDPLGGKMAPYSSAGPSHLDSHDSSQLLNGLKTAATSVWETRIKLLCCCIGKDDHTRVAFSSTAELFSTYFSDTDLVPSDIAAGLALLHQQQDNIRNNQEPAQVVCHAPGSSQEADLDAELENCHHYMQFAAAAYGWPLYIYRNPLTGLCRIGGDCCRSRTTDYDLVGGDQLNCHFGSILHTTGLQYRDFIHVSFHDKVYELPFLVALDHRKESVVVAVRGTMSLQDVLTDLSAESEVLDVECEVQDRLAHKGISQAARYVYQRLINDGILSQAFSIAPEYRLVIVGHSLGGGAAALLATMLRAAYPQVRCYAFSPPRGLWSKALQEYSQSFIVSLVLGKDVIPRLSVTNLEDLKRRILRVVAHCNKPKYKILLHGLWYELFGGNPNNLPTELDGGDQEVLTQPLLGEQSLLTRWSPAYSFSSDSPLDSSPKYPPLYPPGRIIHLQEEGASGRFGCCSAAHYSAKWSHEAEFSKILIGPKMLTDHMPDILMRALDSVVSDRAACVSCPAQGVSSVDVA
Starred values were filed as active, the others as inactive; . = no result given. Not a hit list; any-hit rate near 1.9%.

SMILES	PvdQ acylase	PfHsp90 set2	Rtt109 Vps75	Wnt bcat act	E coli growth	phage Ecoli inh	AddAB inh	Tat transport	CAL PDZ FP	DAGLB inh
CCCCCn1c(N)c(-c2nc3ccccc3o2)c2c([N+](=O)[O-])nn(C)c(=O)c21	-14	-7	-6	-2	-3.0	1.9	1.3	-13	-0.4	-1
N#CCC(=O)Nc1ccc(C(=O)N2CCN(c3ccccn3)CC2)cc1	-6	14	-2	2	-0.2	2.4	1.4	4	-4.3	0
CC(=O)N1C(=O)/C(=C2\SC(=S)N(NS(=O)(=O)c3ccc(C)cc3)C2=O)c2ccccc21	3	-9	.	-2	.	4.0	.	2	-1.3	3
CC(Oc1ccccc1C(N)=O)C(=O)Nc1ccc(S(=O)(=O)N2CCCC2)cc1 (stereo unspecified)	-13	.	-1	-4	1.5	3.7	-0.7	-4	-2.1	3
Cc1cc(Cl)cc(Cl)c1OCCOCCN(C)C	-26	-19	-2	-1	-1.0	2.7	2.7	-11	1.0	2
Cc1ccc2c(c1)nnn2C1CCN(C(=O)c2cccs2)CC1	5	3	2	-1	0.2	0.5	2.5	3	-2.2	-2
Cc1cc(Br)cc(Br)c1OCC(=O)NNC(=O)c1ccoc1C	3	6	12	-1	2.6	-2.3	0.8	-5	-1.7	-3
Cc1cccc(CSCCNC(=O)c2ccc(N(C)S(=O)(=O)c3ccccc3)cc2)c1	-9	16	10	.	-2.1	3.8	1.5	9	.	-6
Cc1ccc2ccccc2c1COC(=O)c1nonc1N	-14	4	6	-1	-2.2	4.4	-1.2	-5	-1.1	-4
CC1CN(C(=O)c2cccc(S(=O)(=O)N3CCN(c4ccc(F)cc4)CC3)c2)CC(C)O1 (stereo unspecified)	-9	1	1	0	-1.3	1.9	-2.3	1	-1.8	-1
COc1ccc(-c2nnc(NC(=O)CS(=O)(=O)c3ccc(F)cc3)o2)c(OC)c1	-8	-6	4	-5	0.3	2.2	-1.6	-9	-0.1	2
CCCCCCCNC(=O)C1(CC2CC(c3ccccc3)=NO2)CCN(C(=O)OC(C)(C)C)CC1 (stereo unspecified)	-4	-17	14	13	-1.2	4.2	0.1	16	-1.4	-10
CC(C)c1ccc(N2C(=O)C3C4C=CC(CC4)C3C2=O)cc1 (stereo unspecified)	0	16	5	0	-0.6	-0.7	0.3	-6	0.2	-4
O=C(OCc1nc2scc(-c3ccccc3)c2c(=O)[nH]1)c1cc([N+](=O)[O-])ccc1Cl	-16	-30	6	0	-4.5	1.0	3.5	1	-0.1	2
Cc1cccc([C@@H]2[C@@H]3C(=O)N(Cc4ccccc4)C(=O)[C@@H]3[C@]3(Cc4ccccc4)C(=O)N(c4cccc(F)c4)C(=O)N23)c1	-7	10	0	-3	-0.9	3.6	3.1	-9	0.0	-6
O=c1cc[nH]c2ccc(Cl)cc12	-6	17	-4	-1	-0.8	-0.2	5.9	0	0.1	-2
Nc1cc(N)nc(SCC(=O)Nc2ccccc2N2CCOCC2)n1	-13	11	5	2	0.6	3.9	-0.5	3	.	0
COC(=O)C1(C)NC(c2cccs2)C2C(=O)N(c3ccccc3F)C(=O)C21 (stereo unspecified)	-14	-12	-9	.	0.5	-1.6	3.8	-5	-0.1	-1
COc1ccc(Cl)cc1NC(=O)c1cccc([N+](=O)[O-])c1O	-7	26	-17	0	.	4.6	.	2	0.1	14
CCOC(=O)C1=C(C)N=C2SC(C)C(=O)N2C1c1ccc(OC(C)=O)c(OC)c1 (stereo unspecified)	-5	-2	5	.	-1.2	2.8	2.1	6	-2.3	0
Cc1nn(C2CCS(=O)(=O)C2)c(C)c1CN(C)C(=O)c1cccc(Cl)c1 (stereo unspecified)	0	-3	5	-2	0.5	0.6	0.6	1	-0.8	-1
CCn1c(=NC(=O)CS(=O)(=O)c2ccccc2)sc2cccc(OC)c21	2	7	14	-7	-1.9	0.1	-2.4	3	-1.7	-4
CC1CC(C)CN(C(=O)/C=C/c2ccc(S(=O)(=O)N3CCOCC3)cc2)C1 (stereo unspecified)	-3	-9	1	0	1.1	3.2	1.6	-2	-1.6	-1
CCCCOC(=O)c1ccc(NC(=O)C(=O)NCCN(CC)CC)cc1	-1	16	24	-1	-1.1	1.0	-0.1	4	-0.3	-1
COCC(=O)N1CCC(Oc2ccc(C(=O)NC(C)c3nc(C)sc3C)cc2)CC1 (stereo unspecified)	-20	18	-1	4	0.6	-1.8	2.4	-1	-0.5	-1
Cc1cc(C)nc(SCC(=O)OCC(=O)Nc2nc3ccccc3s2)n1	-4	3	-1	.	2.3	2.2	1.6	-5	-2.4	1
O=C(O)C1C2CCC(C2)C1C(=O)NCCCn1ccnc1 (stereo unspecified)	5	1	3	0	-0.8	4.3	3.0	1	-0.6	-2
O=C(NC(=S)NNC(=O)c1ccccc1[N+](=O)[O-])c1ccc(Br)cc1	-21	13	7	-2	-8.0	-2.6	-5.6	3	-0.3	1
CN(CC(=O)Nc1ccccc1Br)C(=O)c1sccc1-c1ccccc1	-3	.	-7	-2	1.4	-0.3	2.5	-1	-0.5	-4
Nc1ccc(N=Nc2ccc(O)cc2)c(N)n1	-5	56	0	3	.	5.8	.	5	0.8	12
Cc1cnc(NC(=O)c2c(-c3ccccc3)noc2C)s1	-5	-17	-3	2	3.6	0.6	1.3	-2	-1.0	-2
Cc1ccc(S(=O)(=O)N2CCCC(N3CCOCC3)C2)cc1Cl (stereo unspecified)	2	-13	1	0	-0.2	-0.9	4.7	-3	0.4	-3
CC(C)(C)CNc1cc(N2CCOCC2)ccc1[N+](=O)[O-]	-12	-13	10	-4	1.0	1.8	2.9	-5	-0.8	1
CC(=O)Nc1ccc(SCC(=O)Nc2ccccc2N2CCOCC2)cc1	-15	.	5	-2	-0.2	2.3	-0.2	3	-1.2	-3
COc1ccc2nc(SCC(=O)N3CC(=O)Nc4ccccc43)c(C#N)cc2c1	12	0	6	.	-0.4	-2.0	-0.1	7	-2.8	4
NNc1nc(-c2ccccc2)cc(-c2ccc(Br)cc2)n1	1	16	25	-1	1.2	3.5	3.7	1	-0.4	-14
CCn1c(O)c(/C=C2\C=Nc3ccccc32)sc1=Nc1ccccc1	3	-6	-5	0	-2.9	5.1	0.3	0	0.9	-4
Cc1ccc(/C=N/NC(=O)Cn2nnc(N)n2)o1	0	6	5	-1	0.7	2.5	4.5	0	-0.9	.
N#Cc1nc(-c2ccccc2Cl)oc1NCc1ccco1	-8	-60	7	.	3.4	1.9	2.9	7	-2.6	-5
CCOc1ccc2[nH]c(=O)c(CN(Cc3nnnn3CCc3ccccc3)CC3CCCO3)cc2c1 (stereo unspecified)	-14	-12	13	.	2.0	2.6	4.2	-2	0.4	2
CCN(CCCNC(=O)Cn1ncc2c([nH]c3ccc(C)cc32)c1=O)c1cccc(C)c1	9	-4	-3	.	2.7	.	5.4	-2	-2.6	2
O=c1ccc(Cc2ccc(Cl)cc2)n[nH]1	2	6	4	-1	0.9	2.8	2.0	0	0.4	0
Cc1nn(-c2ccccc2)c2c1C(c1ccc([N+](=O)[O-])cc1)N1C(=N2)C(=O)Nc2ccccc21 (stereo unspecified)	15	16	-12	-1	3.1	0.8	6.8	-3	-12	8
COCCNC(=O)NC12CC3(C)CC(C)(CC(C)(C3)C1)C2	-12	-16	.	-2	0.3	6.9	-0.4	-5	-1.8	-2
O=C(CCc1nc(-c2ccccc2)c(-c2ccccc2)o1)OCc1ccc(Cl)cc1	0	16	-1	.	0.2	0.6	2.3	2	0.0	-11
CC1CN(C(=O)CN2C(=O)NC3(CCCCCCC3)C2=O)CC(C)O1 (stereo unspecified)	8	.	0	.	0.5	0.7	1.5	-2	-1.9	1
C=CCc1cccc(C=Nc2cccn3cc(-c4ccccc4)nc23)c1O	9	-16	-8	3	-2.0	1.4	3.0	-2	-0.2	-1
CSc1ccccc1OCc1cc(C(=O)NCCC2=CCCCC2)no1	-5	-3	1	-1	2.2	1.4	1.6	3	-0.6	-1
Cc1cc(C)nc(NC(=O)c2cccs2)c1	-1	-10	0	11	-1.5	2.9	-0.7	0	-0.9	0
CCOc1ccc(N(Cc2cc3cc(OC)ccc3[nH]c2=O)C(=O)C2CCCO2)cc1 (stereo unspecified)	2	-17	-5	-1	-0.7	3.7	3.6	-8	-0.1	1

The list continues:
SMILES	PvdQ acylase	PfHsp90 set2	Rtt109 Vps75	Wnt bcat act	E coli growth	phage Ecoli inh	AddAB inh	Tat transport	CAL PDZ FP	DAGLB inh
Cn1c(=O)oc2cc(S(=O)(=O)NC3CCN(Cc4ccccc4)CC3)ccc21	-22	-12	-4	2	1.2	1.8	0.2	4	-0.2	-1
CCCCCCCCNS(=O)(=O)CCNCc1ccccc1OC	-2	10	16	-2	.	4.7	.	13	-0.6	-6
CCOC(=O)C1=C(O)/C(=C\c2ccc(CNS(=O)(=O)c3ccc(Br)cc3)o2)N=C1C	-6	0	-1	0	1.6	0.6	4.3	-12	-0.6	7
COc1ccc(NC(C)=O)cc1CNC(=O)COc1c(C)c(C)cc(C)c1C	7	11	.	-1	0.3	3.7	0.3	1	-2.7	2
COc1ccc(NC(=O)C2CC(=O)OC23CCCCC3)cc1 (stereo unspecified)	-4	.	2	.	-0.7	2.0	6.3	-7	.	-2
CC(C)C(OC(=O)Cn1nnc2ccccc21)C(=O)NC1CCCC1 (stereo unspecified)	-7	-4	-7	1	-2.3	-0.5	-0.7	-1	-1.7	-2
CN(CCc1ccccn1)C(=O)CCC1CCCN(C(=O)c2ccc3c(c2)OCCO3)C1 (stereo unspecified)	-1	-20	1	2	-1.4	-0.5	2.5	-10	0.2	-2
COc1ccc(N/N=C(/C#N)S(=O)(=O)c2nsc(C)c2C#N)cc1	5	14	-4	1	-0.8	4.2	3.8	4	0.3	6
O=C(c1ccc(Br)c(S(=O)(=O)N2CCOCC2)c1)N1CCN(C/C=C/c2ccccc2)CC1	-15	2	0	5	.	1.5	.	-1	-2.2	1
Cc1ccc(C)c(S(=O)(=O)NCc2ccc(C(=O)N3CCN(c4ccccc4)CC3)cc2)c1	5	-5	29	1	0.2	0.9	0.4	12	-0.8	0

An excerpt from above in order of their number in Wnt bcat act, low to high.
canonical_smiles	Wnt bcat act
CCCCCCCCNS(=O)(=O)CCNCc1ccccc1OC	-2
COc1ccc(NC(C)=O)cc1CNC(=O)COc1c(C)c(C)cc(C)c1C	-1
Cc1ccc(C)c(S(=O)(=O)NCc2ccc(C(=O)N3CCN(c4ccccc4)CC3)cc2)c1	1
CN(CCc1ccccn1)C(=O)CCC1CCCN(C(=O)c2ccc3c(c2)OCCO3)C1 (stereo unspecified)	2

(list continues)
SMILES	PvdQ acylase	PfHsp90 set2	Rtt109 Vps75	Wnt bcat act	E coli growth	phage Ecoli inh	AddAB inh	Tat transport	CAL PDZ FP	DAGLB inh
O=C(O)c1ccc(Cn2ccc3ccccc32)o1	-1	-2	6	-2	-0.1	1.6	1.2	6	-1.2	2
COCc1nnc(NC(=O)c2ccc(S(=O)(=O)N3CCCCCC3)cc2)o1	-16	12	-3	-2	-1.2	1.9	0.2	-3	0.1	-1
CCCCOC(=O)Nc1nc2ccc([N+](=O)[O-])cc2s1	16	13	1	6	-0.2	1.4	1.6	-7	0.6	.
Cc1ccccc1-n1ncc2c(SCC(=O)NC3CCCC3)ncnc21	-9	-5	4	-2	-3.5	0.7	4.6	10	-2.1	1

Only PvdQ acylase (2 entries from above):
| canonical_smiles | PvdQ acylase |
| --- | --- |
| COCc1nnc(NC(=O)c2ccc(S(=O)(=O)N3CCCCCC3)cc2)o1 | -16 |
| CCCCOC(=O)Nc1nc2ccc([N+](=O)[O-])cc2s1 | 16 |
